DAGLB inhibitor: diacylglycerol lipase beta (human) inhibition; Q8NCG7; HEK293T DAGLB membrane lysate, EnzChek fluorogenic substrate; inhibition, % at 5.17 µM; 340,000 compounds, 0.059% hits; in the data active = inhibition above about 34%;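 note: 0% = enzyme with vehicle and 100% = wells lacking enzyme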
Target sequence (Q8NCG7 whole entry, looked up): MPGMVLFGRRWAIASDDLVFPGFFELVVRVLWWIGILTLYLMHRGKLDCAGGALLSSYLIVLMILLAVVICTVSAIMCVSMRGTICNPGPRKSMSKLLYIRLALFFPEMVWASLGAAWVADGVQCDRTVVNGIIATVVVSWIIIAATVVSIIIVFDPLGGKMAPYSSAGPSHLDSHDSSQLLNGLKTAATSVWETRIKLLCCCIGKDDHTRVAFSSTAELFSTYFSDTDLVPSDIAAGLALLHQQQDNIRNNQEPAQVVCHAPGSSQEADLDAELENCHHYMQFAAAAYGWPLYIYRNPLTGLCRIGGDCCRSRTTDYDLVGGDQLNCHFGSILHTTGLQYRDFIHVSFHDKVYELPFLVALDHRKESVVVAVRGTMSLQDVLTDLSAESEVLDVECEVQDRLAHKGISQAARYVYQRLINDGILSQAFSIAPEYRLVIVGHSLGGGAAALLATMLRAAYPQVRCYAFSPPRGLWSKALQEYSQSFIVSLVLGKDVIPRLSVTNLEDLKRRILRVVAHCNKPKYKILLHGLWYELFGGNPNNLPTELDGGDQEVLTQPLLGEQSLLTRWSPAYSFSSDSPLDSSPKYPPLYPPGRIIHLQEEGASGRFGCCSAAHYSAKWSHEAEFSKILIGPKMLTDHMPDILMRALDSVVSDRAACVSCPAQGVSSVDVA
Arr AP2 block: blocks beta-arrestin peptide binding to AP2 adaptin; FITC-arrestin peptide / GST-AP2 beads, flow cytometry; AP2 beta2 appendage carries R879A mutation; inhibition, % at 10 µM; 340,000 compounds, 0.31% hits;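 active = inhibition above a set limit, near 3 SD of compounds lacking own fluorescence, cut at about 54% in these data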;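 note: plate controls were DMSO wells for no effect and 5 µM unlabelled arrestin peptide for full effect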
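Test system: GST-tagged AP2 beta2-adaptin appendage (R879A) on 4 µm glutathione beads; also added: fluorescein-tagged arrestin peptide at 50 nM final; timing: 12 min plus 1 h, RT; signal: flow cytometry, FL1 (488/535 nm); read-out: percent drop in bead-associated FITC signal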
PKA-R2B act: activates the human PKA-R2B holoenzyme complex. PKA-R2B holoenzyme dissociation, Cy5-IP20 fluorescence polarization; R2B truncated from residue 108, S112A mutant; 0% DMSO only, 100% 113 µM cGMP. 340,000 compounds, 0.079% hits. P22694+P31323. activation, % at 11.4 µM;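 active = activation above a cutoff set at the mean over all compounds plus 3 SD, cut at about 18% in these data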;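 note: higher means more holoenzyme dissociation and a rise in polarization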
Target sequence (P31323 whole entry, looked up, other chains not shown, the tested form may be a part): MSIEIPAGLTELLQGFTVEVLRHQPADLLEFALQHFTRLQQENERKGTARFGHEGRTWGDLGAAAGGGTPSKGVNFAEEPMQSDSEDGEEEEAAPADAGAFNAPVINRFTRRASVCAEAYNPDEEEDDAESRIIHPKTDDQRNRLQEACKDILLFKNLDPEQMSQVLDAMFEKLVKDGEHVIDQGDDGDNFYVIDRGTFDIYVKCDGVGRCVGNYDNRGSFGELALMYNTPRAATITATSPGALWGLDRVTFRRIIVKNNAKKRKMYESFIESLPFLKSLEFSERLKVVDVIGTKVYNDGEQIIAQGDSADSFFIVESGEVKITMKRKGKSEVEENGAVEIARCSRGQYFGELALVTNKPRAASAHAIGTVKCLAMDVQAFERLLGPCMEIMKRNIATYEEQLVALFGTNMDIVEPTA
LANA DNA inh: blocks KSHV LANA C-terminal domain binding to DNA. inhibition, % at 9 µM. 340,000 compounds, 0.078% hits. MBP-C-LANA/FAM-LBS DNA binding, fluorescence polarization. AID 504423;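 active = highest replicate inhibition at or above 60% at 9 µM, even if other replicates fall short; inactive = all replicates below 60% inhibition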;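 note: 0% = neutral control wells and 100% = 4 µM acridine orange control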
SR-BI uptake up: SR-BI HDL lipid transfer activation. CHO ldlA[mSR-BI] cells, DiI-HDL uptake fluorescence, 3 h; 100 = double the neutral-control signal. activation, % at 12.5 µM. 320,000 compounds, 0.096% hits;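 active = mean replicate activation of at least 60% and every replicate at or above 60%; inconclusive = mean or all-replicate condition met, but not both; inactive = mean below 60% and not all replicates reaching 60%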;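 note: 0% = median plate neutral-control signal and 100% = twice that signal; values of inactives mirror those of a sister screen read the other way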
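Test system: SR-BI-overexpressing, LDLR-lacking CHO cells. Measured by: DiI fluorescence, bottom read. Medium: Ham's F12 with 0.5% BSA, HEPES 25 mM, pH 7.4. Timing: 3 h uptake period with compound, 37 °C.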
RTF Ca sens inh: cardiac RTF calcium desensitization | 340,000 compounds, 0.12% hits | P19429+P45379 | inhibition, % at 7.15 µM | IANBD-labeled cardiac RTF, Ca2+ fluorescence;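 active = inhibition above the mean inhibition of all tested compounds plus 3 SD, cut at about 17% in these data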;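 note: assay run at fixed EC70 calcium of 1.6 mM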
NSD2 inh: NSD2 (human) methyltransferase inhibition | O96028 | NSD2 peptide methylation, AlphaScreen, 120 min | inhibition, % at 12.5 µM | 310,000 compounds, 0.54% hits | AID 743445; in the data active = inhibition above about 50%
SR-BI DiI inh: inhibitors of mouse SR-BI mediated HDL lipid uptake; ldlA[mSR-BI] CHO cells, DiI-HDL uptake fluorescence, 3 h; inhibition, % at 12.5 µM; 320,000 compounds, 0.96% hits;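 active = mean replicate inhibition of at least 70% and a set share of replicates each scoring 70 or more; inconclusive = meets just one of the two criteria; inactive = fails both criteria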;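 note: 0% = median of neutral control wells and 100% = median of positive control wells; values of inactives mirror those of a sister screen read the other way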
PvdQ inh: blocks Pseudomonas aeruginosa PvdQ acylase activity. purified PvdQ acylase, fluorescence plate reader. inhibition, % at 10 µM. 340,000 compounds, 0.063% hits. AID 488965; in the data active = inhibition above about 30%, passing the limit was not always enough; inconclusive = no clear call, values can overlap the other calls;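 note: 0% = vehicle neutral wells and 100% = reference inhibitor wells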
Keap1-Nrf2 PPI: inhibitors of human Keap1-Nrf2 protein-protein interaction. Q14145. Keap1 Kelch-Nrf2 peptide fluorescence polarization, 1536-well. inhibition, % at 9.4 µM. 340,000 compounds, 0.15% hits. AID 504523; in the data active = inhibition above about 12%; inconclusive = no clear call, values can overlap the other calls; inactive = below about 7.3%;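 note: human Keap1 Kelch domain with fluorescein labeled Nrf2 9mer peptide probe; 0% = neutral control wells and 100% = peptide positive control; higher means more block of Keap1 binding to Nrf2 peptide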
* = called active by the depositor; ? = inconclusive; . = no result given; & = joins results of further samples.

SMILES	DAGLB inhibitor	Arr AP2 block	PKA-R2B act	LANA DNA inh	SR-BI uptake up	RTF Ca sens inh	NSD2 inh	SR-BI DiI inh	PvdQ inh	Keap1-Nrf2 PPI
CCOC(=O)Cc1csc(NC(=O)C(NC(=O)C2CCCCC2)C(C)C)n1 (centres undefined)	0	-17	-3	0.3	.	0	-3	.	-13	-7
CCOC(=O)C1(Cc2cccc(F)c2)CCN(CC(O)CO)CC1 (centres undefined)	0	-8	14	-0.7	4	-8	-4	-4	-12	-1
C#CCNC(=O)/C=C/c1ccc(OC)cc1	-1	-1	-2	2.7	18	-16	.	-18	-13	-3
CCN1CCN(C(CNS(=O)(=O)c2ccc(C)cc2)c2cccnc2)CC1 (centres undefined)	2	7	-3	1.5	3	1	8	-3	8	-3
COc1cccc(C(=O)Nc2nc3ccccc3[nH]2)c1	-2	30	1	0.5	1	2	2	-1	-11	-3
CN1CCN(c2ccc(S(=O)(=O)N3CCOCC3)cc2NC(=O)CSCc2ccccc2)CC1	0	-6	-15	1.3	15	-5	9	-15	-5	3
Cc1ccccc1CS(=O)(=O)CCC(=O)NCCN1CCN(c2cccc(Cl)c2)CC1	2	21	-5	-1.4	58	-1	0	-58	5	-1
COc1cccc(NC2=C(NCCO)C(=O)c3ccccc3C2=O)c1	15	27	6	2.1	14	0	25	-14	5	4
O=C(NCC(c1cccs1)N1CCOCC1)C1CCN(S(=O)(=O)c2cc(Cl)ccc2Cl)CC1 (centres undefined)	-1	0	6	-1.6	-12	-6	-3	12	-11	-3
O=C(O)c1ccccc1-n1c2ccccc2c2ccccc21	4	2	-4	-2.0	0	-5	12	0	-11	-6
O=C(N/N=C/c1cccc([N+](=O)[O-])c1O)C(O)(c1ccccc1)c1ccccc1	11	-22	-5	2.0	-34	-4	1	34	-9	7
CN(C)CC/C=C1/c2ccccc2CS(=O)(=O)c2ccccc21	0	-19	-7	-1.5	9	-4	1	-9	-6	0
COc1ccc(C(=O)NC(C(=O)N2CCN(c3ccccc3O)CC2)C(C)C)cc1 (centres undefined)	2	5	-9	-0.3	-31	-9	2	31	-14	-3
COc1ccc(C(=O)Nc2cccc(-c3cc4ccccc4oc3=O)c2)cc1[N+](=O)[O-]	5	26	5	0.0	-71	6	-3	?	6	0
COc1ccc(C(CNC(=O)C(Cc2ccccc2)NC(N)=O)N(C)C)cc1 (centres undefined)	-2	28	2	1.7	35	-4	-1	-35	28	1
O=C(COC(=O)c1cccc2ccccc12)Nc1ncc(C(F)(F)F)cc1Cl	-4	13	-9	-2.4	.	2	1	.	6	-1
CCN(CC)CCCn1c(=S)[nH]c2ccccc2c1=O	2	-6	1	-0.2	18	-4	44	-18	-14	-15
Cc1nn(-c2ccccc2)c2nc(C(F)(F)F)[nH]c(=O)c12	5	10	-1	0.3	18	-44	-1	-18	-13	-2
CC1CCc2[nH]c3ccc(C(=O)N(C)CC(=O)Nc4ccccc4Br)cc3c2C1 (centres undefined)	0	16	6	-0.2	-38	-11	-1	38	0	-1
Cc1ccc(NC(=O)c2ccc(S(=O)(=O)N3CCCCCC3)cc2)nc1	-3	28	-1	0.7	-36	-11	-2	36	5	1
NS(=O)(=O)c1ccc(N/N=C/c2cn(-c3ccccc3)nc2-c2ccccc2)c([N+](=O)[O-])c1	15	-18	7	-1.1	.	-1	0	.	-2	-1
Cc1nnc(SCC(=O)NCc2ccco2)n1-c1ccccc1	1	17	1	-0.9	-14	-4	0	14	-6	0
COc1cc(-c2nc(-c3ccc4c(c3)-c3ccccc3S4(=O)=O)c(-c3ccccc3)[nH]2)cc(OC)c1O	4	-4	-6	2.2	12	4	.	-12	-6	-3
CCOC(=O)c1cc(NC(=O)C2C3C=CC(O3)C2C(=O)O)cc(C(=O)OCC)c1 (centres undefined)	-2	34	-9	2.3	-5	0	-1	5	3	-1
COc1ccc(S(=O)(=O)N(CC(=O)NC2CC2)Cc2ccccc2)cc1	0	-3	1	0.2	26	4	-6	-26	-9	1

Other results:
SMILES	DAGLB inhibitor	Arr AP2 block	PKA-R2B act	LANA DNA inh	SR-BI uptake up	RTF Ca sens inh	NSD2 inh	SR-BI DiI inh	PvdQ inh	Keap1-Nrf2 PPI
O=C(NCCCO)C(=O)c1c(-c2ccccc2)cc2ccccn12	-1	3	-9	-0.6	22	3	-2	-22	-2	1
Cc1cc(C)cc(NC(=O)c2c(C)nc3ccccn23)c1	1	17	8	-0.7	-7	0	-1	7	10	-2
O=C1CN(C(=O)C2CCCC2)CCN1	2	8	-1	1.0	0	-3	2	0	-17	-5
CCN(CC)C(=O)CSc1nc(-c2ccccc2)ccc1C#N	1	43	6	-2.5	1	-14	-2	-1	1	3
Cc1cc2c(cc1S(=O)(=O)Nc1cccc(F)c1C)NC(=O)CO2	2	1	-7	2.9	-3	-8	0	3	-4	1
CCc1ccc(NC(=O)CC2C(=O)N(c3cccc(C)c3)C(=O)N2C2CC2)cc1 (centres undefined)	-1	3	9	0.2	-2	0	.	2	-17	-2
Cn1c(CNC(=O)c2ccc(Cl)cc2)nnc1SCC(=O)NC1=NCCS1	1	1	-5	0.4	-13	-28	-1	13	-17	0
O=C(NC(Cc1c[nH]c2ccccc12)C(=O)O)c1cccs1 (centres undefined)	0	-15	-4	0.8	18	0	0	-18	-9	-1
CC(=O)N1Cc2ccccc2CC1C(=O)NCc1ccccc1F (centres undefined)	-1	5	-2	0.0	6	-11	-3	-6	-5	3
O=C(CCCNC(=O)c1ccc(Cl)cc1)Nc1nccs1	2	-2	4	1.3	1	-6	-1	-1	-9	-3
Cc1ccc(NC(=O)c2c(C)nn(-c3ccccc3)c2Cl)c(C)c1	-12	3	-3	0.0	-21	-2	3	21	-15	-6
O=C(CN1C(=O)C2C3C=CC(C3)C2C1=O)Nc1ccc2nccnc2c1 (centres undefined)	1	3	4	0.5	-3	-6	.	3	-7	-2
CCCCNC(=O)NC1C(NC(=O)NCCCC)N(C)C(=O)N1C (centres undefined)	-1	10	1	0.2	18	-4	-2	-18	-9	4
COc1ccccc1-n1cnc2cc(NC(C)=O)ccc21	-1	25	3	-0.8	16	4	-1	-16	3	0
CCOC(=O)c1c(-c2ccccc2)csc1NC(=O)CSc1nc(C)cc(C)n1	-7	9	2	0.8	24	-10	0	-24	1	1
OCC[C@@H]1C[C@H](O)[C@@H](O)[C@@]2(OCCc3ccccc32)O1	-3	-3	2	1.5	17	-11	.	-17	-9	-8
CC1C/C(=C/c2ccncc2)C(=O)/C(=C/c2ccncc2)C1 (centres undefined)	-15	-15	-5	-0.5	.	-9	.	.	-7	-8
CSCCC(NC(=O)c1ccccc1Br)C(=O)NNC(=O)c1csc(N2CCOCC2)n1 (centres undefined)	2	-10	-7	0.7	4	-3	27	-4	-2	-3
CC1(C)SC2C(NC(=O)COc3ccccc3)C(=O)N2C1C(=O)O (centres undefined)	1&3	9&-5	-2&-1	1.6&0.8	8&11	6&6	0	-8&-11	-6&-8	1&-4
CC1CN(C2CCCCC2)C(=S)N(c2ccccc2)C1=O (centres undefined)	2	22	9	1.9	2	-4	-2	-2	-4	-1
COc1ccccc1C(=O)NNC(=O)C1CCN(C(=O)OC(C)(C)C)CC1	2	13	3	-0.9	-1	-3	-3	1	0	1
COc1cccc(C(=O)C2CCCN(C(=O)CCC3=NNC(=O)CC3)C2)c1 (centres undefined)	-2	0	-2	1.3	-7	-20	-2	7	8	-4
CCC(=O)NCCCOc1ccccc1	-2	5	-5	-0.3	6	3	.	-6	-6	-3
COc1ccccc1C(=O)NC(=S)Nc1ccccc1N1CCCCC1	-13	-3	4	0.7	-50	-8	-1	50	-9	-4
CSc1ccccc1C(=O)NC1CCSc2ccccc21 (centres undefined)	-1	9	-1	-0.5	-18	-4	-3	18	7	-7

Later entries
SMILES	DAGLB inhibitor	Arr AP2 block	PKA-R2B act	LANA DNA inh	SR-BI uptake up	RTF Ca sens inh	NSD2 inh	SR-BI DiI inh	PvdQ inh	Keap1-Nrf2 PPI
CCN(C(=O)CSc1nnc(C2CC2)n1-c1ccccc1)C1CCS(=O)(=O)C1 (centres undefined)	0	-11	-3	1.2	12	-15	-3	-12	-10	-6
C[C@H](CO)N1C[C@H](C)[C@@H](CN(C)S(C)(=O)=O)Oc2ccc(NC(=O)Nc3ccccc3)cc2C1=O	-2	17	3	-0.8	7	3	.	-7	-7	-7
Cc1ccc(N2C(=O)CS/C2=C(\C(Cl)=C(Cl)Cl)[N+](=O)[O-])cc1	11	-3	8	-0.7	3	-9	4	-3	-8	-6
COc1ccc(/C=C2\SC(=S)N(CCC(=O)NCCc3ccc(O)cc3)C2=O)cc1	-1	4	2	1.3	-3	2	-10	3	-7	-6
CCCC(=O)Nc1c(-c2cccs2)c(=O)c2ccccc2n1C	-2	-10	-5	1.1	3	-3	4	-3	-3	-4
Clc1ccc(Cn2ncc3c(N4CCCCC4)ncnc32)cc1	-6	21	-2	-0.4	-13	-2	15	13	-9	-1
COc1ccccc1-c1nnc(SC(C)C(=O)NCC2CCCO2)n1C (centres undefined)	2	5	-2	1.0	30	-8	1	-30	-10	-2
COc1ccc(C(=O)Nc2c(N)nc(SCC(=O)Nc3ccc(NC(C)=O)cc3)[nH]c2=O)cc1	-3	11	2	-0.4	25	-6	25	-25	9	-4
COc1ccc(CCn2c(N)cc(=O)[nH]c2=O)cc1OC	-5	10	-2	0.9	3	-2	0	-3	9	-9
CC(=O)c1cnn(-c2ccccc2)c1C	-2	3	5	0.9	18	-5	-1	-18	9	4
Nc1ncnc2sc3c(c12)CCNC3	-2	30	-4	0.2	3	2	0	-3	5	0
COc1ccc(CCNC(=O)C2CCN(S(=O)(=O)c3c(C)noc3C)CC2)cc1OC	6	-2	-8	-0.7	-10	7	-1	10	12	0
O=C(NNc1c(Cl)cncc1Cl)c1cccs1	0	-9	7	0.1	-11	-7	-2	11	-14	5
Cc1ccc(CNC(=O)Cn2ccc3cc(S(=O)(=O)N4CCCC4)ccc32)o1	0	23	-1	1.3	28	7	1	-28	-2	-5
COc1ccc(CCNC(=O)CN(c2ccc(OC)c(OC)c2)S(=O)(=O)c2ccccc2)cc1OC	-3	-9	-7	-0.1	.	-7	.	9	11	3

Only RTF Ca sens inh and Keap1-Nrf2 PPI, for some of the entries so far:
Compound	RTF Ca sens inh	Keap1-Nrf2 PPI
CCN(C(=O)CSc1nnc(C2CC2)n1-c1ccccc1)C1CCS(=O)(=O)C1 (centres undefined)	-15	-6
C[C@H](CO)N1C[C@H](C)[C@@H](CN(C)S(C)(=O)=O)Oc2ccc(NC(=O)Nc3ccccc3)cc2C1=O	3	-7
Cc1ccc(N2C(=O)CS/C2=C(\C(Cl)=C(Cl)Cl)[N+](=O)[O-])cc1	-9	-6
COc1ccc(/C=C2\SC(=S)N(CCC(=O)NCCc3ccc(O)cc3)C2=O)cc1	2	-6
